GAA glycogen mod: inhibitors or activators of human alpha-glucosidase glycogen cleavage; recombinant GAA, glycogen substrate, Amplex Red glucose oxidase fluorescence; Potency, µM (top dose mostly 76.4 µM), for the others: top-dose activity change, negative = inhibition, most hits filed as inhibitors; P10253; AID 2100; 300,000 tested, 0.38% active; active = well fitted inhibition curve with a large enough effect; inconclusive = small, poorly fitted or top-dose-only effect, or another doubt; inactive = no such curve, though single readings can be large or run the other way;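 note: 0% = full enzyme reaction and -100% = no-enzyme basal signal; the screen sought inhibitors and activators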
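Recombinant human enzyme (4 nM); glycogen substrate; 37 C, 40 min, pH 5.0. Readout: coupled glucose oxidase/Amplex Red fluorescence.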
The depositor's hits bear a star; ? = inconclusive; & = joins results of further samples; [ ] = remark or other dose. Potency is the fitted concentration of half-maximal effect. Only part of the results is shown; the hit share may differ from the screen's.

SMILES | GAA glycogen mod
CCCCOc1ccc(N(CC(=O)NCCOC)C(=O)CCC(=O)Nc2ccccn2)cc1 | -3%[76.3 µM]
COc1cccc(-c2nc(CS(=O)(=O)CC(=O)Nc3cc(OC)ccc3OC)c(C)o2)c1 | 0%[76.3 µM]
O=C(NCc1ccco1)/C(=C/c1ccc(F)cc1)NC(=O)c1ccccc1 | -1%[76.3 µM]
O=C(CCNC(=O)c1ccco1)Nc1ccc(OC(F)F)cc1 | 2%[76.3 µM]
Cc1cccc(C(=O)Nc2cccc(NC(=O)c3ccccc3)c2)c1 | 2%[76.3 µM]
CCOc1ccc2nc(N3CCCC(C(=O)Nc4ccc(Br)c(C)c4)C3)sc2c1 (stereo not drawn) | 12%[76.3 µM]
O=S(=O)(Nc1ccc2[nH]ncc2c1)c1ccccc1Cl | -5%[76.3 µM]
Cc1csc(NC(=O)CSc2ccc([N+](=O)[O-])cn2)n1 | 6%[76.3 µM]
Cc1oc2c(c(C)cc3oc(=O)c(CC(=O)NCCC(=O)O)c(C)c32)c1C | 0%
COc1ccc(N(CC(=O)NCCSCc2ccco2)S(=O)(=O)c2ccccc2)cc1OC | -10%[76.3 µM]
COc1cc(OC)cc(C(=O)Nc2cccc(NC(=O)c3ccccc3)c2)c1 | 3%
CCc1nn(C(C)C(=O)NCc2cccc(Cl)c2)c(=O)c2cc3occc3n12 (stereo not drawn) | -4%[76.3 µM]
CCn1cc(CN2CCCC(C(=O)Nc3ccc(-c4nc5ccccc5[nH]4)cc3)C2)c(C)n1 (stereo not drawn) | 0%[76.3 µM]
Cc1ccc(C)c(N(CC(=O)NC2CCCC2)C(=O)CCC(=O)Nc2cc(C)on2)c1 | 1%
Cc1ccc2c(c1)NC(=O)c1cccnc1O2 | -22%[76.3 µM]
COc1ccc(CNC(=O)C2CCCN(C(=O)Nc3ccccc3OC)C2)cc1 (stereo not drawn) | -2%[76.3 µM]
COC(CNC(=O)c1ccc2c(c1)ncn2-c1cc(C)cc(C)c1)OC | 10%
CCc1cccc(C)c1Nc1c(-c2cccs2)nc2ncccn12 | ?
CCCCOc1ccc(C(=O)N2CCNC(=O)C2CC(=O)OC(C)C)cc1 (stereo not drawn) | 1%[76.3 µM]
COc1ccc(OC)c(S(=O)(=O)N2CCC(C(=O)NC3CCCCCC3)CC2)c1 | 2%
CN(Cc1ccccc1)C(=O)Cn1ncc2c3ccccc3n(Cc3cccc(Cl)c3)c2c1=O | -6%[76.3 µM]
COc1cccc2c(N/N=C/c3ccc(O)c(O)c3)cc(C)nc12 | ?
CCOC(=O)[C@@H]1[C@H]2COc3cc(OC)ccc3[C@H]2N2C(=O)N(c3cccc(Cl)c3)C(=O)[C@]12C | 8%[76.3 µM]
COC(c1ccc(Cl)cc1)(c1ccc(Cl)cc1)C(Oc1nc(C)cc(C)n1)C(=O)O (stereo not drawn) | 10%[76.3 µM]
CCOc1ccc2[nH]cc(C(=O)NCc3ccccc3)c(=O)c2c1 | 3%[76.3 µM]

In the list so far, 7 have four or more nitrogen atoms:
SMILES | GAA glycogen mod
CCCCOc1ccc(N(CC(=O)NCCOC)C(=O)CCC(=O)Nc2ccccn2)cc1 | -3%[76.3 µM]
Cc1csc(NC(=O)CSc2ccc([N+](=O)[O-])cn2)n1 | 6%[76.3 µM]
CCc1nn(C(C)C(=O)NCc2cccc(Cl)c2)c(=O)c2cc3occc3n12 (stereo not drawn) | -4%[76.3 µM]
CCn1cc(CN2CCCC(C(=O)Nc3ccc(-c4nc5ccccc5[nH]4)cc3)C2)c(C)n1 (stereo not drawn) | 0%[76.3 µM]
Cc1ccc(C)c(N(CC(=O)NC2CCCC2)C(=O)CCC(=O)Nc2cc(C)on2)c1 | 1%
CCc1cccc(C)c1Nc1c(-c2cccs2)nc2ncccn12 | ?
CN(Cc1ccccc1)C(=O)Cn1ncc2c3ccccc3n(Cc3cccc(Cl)c3)c2c1=O | -6%[76.3 µM]

Later entries
SMILES | GAA glycogen mod
O=C(O)CC1SC(=O)N(CC(=O)c2ccccc2)C1=O (stereo not drawn) | 3%[76.3 µM]
O=C(O)Cn1nc2c3c(cccc3c1=O)-c1ccccc1-2 | 7%
CC1CCCN(CCCNC(=O)c2ccc(CS(=O)(=O)c3c(Cl)cccc3Cl)o2)C1 (stereo not drawn) | -18%[76.3 µM]
CSc1ncc(Cl)c(C(=O)Nc2ccc(C)c(C)c2)n1 | 1%
O=C(CNC(=O)c1cccs1)OCc1ccc(Br)cc1 | 1%[76.3 µM]
O=C(/C=C/c1ccccc1)Nc1cc(-c2nc3ccccc3o2)ccc1Cl | -1%[76.3 µM]
Cc1ccccc1C(=O)NC1CCN(CC(=O)N2CCCCC2C)CC1 (stereo not drawn) | -3%
COc1ccc(NC(=O)CCNS(=O)(=O)c2ccc3c(c2)CC(C)N3C(=O)C2CC2)cc1 (stereo not drawn) | 1%[76.3 µM]
Cc1ccc(CNC(=O)CN(C(=O)C2(C)CC(=O)N=C3C=CC=CN32)c2ccccc2F)cc1 (stereo not drawn) | -1%[76.3 µM]
COc1ccc(C(=O)NCc2nnc(SCC(=O)NC3=NCCS3)n2C)cc1 | -4%[76.3 µM]
Cc1ccccc1OCCSc1nc2ccccc2n1CCC(=O)O | -7%[76.3 µM]
Cc1nn(C(=O)CCCC(=O)NCc2ccccc2)c2ccccc12 | 1%[76.3 µM]
CCC(C)NC(=O)[C@H]1N2C(=O)c3ccccc3C2SC1(C)C (stereo partly drawn) | -6%
O=C(c1cc(-c2ccc3c(c2)OCO3)on1)N1CCCCC1 | 0%[76.3 µM]
COc1ccc(/C=C2/SC(=S)N(CCCC(=O)Nc3ccccc3C(=O)O)C2=O)cc1 | -6%[76.3 µM]
CN(C(=O)c1ccccc1)C1c2c(ccc3ccccc23)OCC1CO (stereo not drawn) | 1%
COc1ccc(OCC(=O)Nc2nnc(S(=O)(=O)N3CCCCCC3)s2)cc1 | 12%&21%[76.3 µM]
CCS(=O)(=O)c1ncc(CO)n1CCc1ccccc1 | -4%[76.3 µM]
O=C(Nc1ccc(F)cc1F)c1cc(Cl)sc1Cl | 2%
O=C(CN1CCCCCC1)N/N=C/c1ccc2ccccc2c1 | -8%[76.3 µM]
O=C(Cn1c(=O)n(-c2ccccc2)c(=O)c2c3c(sc21)CCC3)c1ccc(F)cc1 | 16%[76.3 µM]
Cn1c(CN2CCOCC2)nc2cc(NC(=O)c3ccccc3[N+](=O)[O-])ccc21 | 8%[76.3 µM]
COCc1cc(C)nc2c1C(=O)NC(c1ccc(NC(C)=O)cc1)N2Cc1ccccc1 (stereo not drawn) | 6%[76.3 µM]
COc1ccc2c(CNC3CCCCCC3)c(C(=O)O)n(Cc3ccc(C)cc3)c2c1 | 2%[76.3 µM]
O=C(Nc1c[nH]c(=O)[nH]c1=O)c1cc([N+](=O)[O-])cc([N+](=O)[O-])c1 | -4%

The listing continues.
SMILES | GAA glycogen mod
Cn1c(N)c(Sc2ccc([N+](=O)[O-])cc2)c(=O)n(C)c1=O | -1%[76.3 µM]
O=C(Nc1ccc(C(=O)O)cc1)/C(=C\c1ccco1)NC(=O)c1ccc(Br)o1 | -11%[76.3 µM]
O=C(CNS(=O)(=O)c1ccc(Br)cc1)NC1CCCC1 | 1%[76.3 µM]
CCOc1ccc(NC(=O)/C(C#N)=C\c2ccc(-c3ccc(Cl)cc3)o2)cc1 | 10%[76.3 µM]
Cc1ccc(S(=O)(=O)NCc2ccccc2)cc1C(=O)NCc1ccccn1 | 1%[76.3 µM]
CCCCCc1ccc(-c2cn(Cc3ccc([N+](=O)[O-])cc3)nn2)cc1 | -5%[76.3 µM]
CCOc1ccc(N(CC(=O)Nc2ccccc2CC)S(=O)(=O)c2c(C)noc2C)cc1 | 12%[76.3 µM]
COc1cccc(N(CC(=O)NC2CCCCC2)C(=O)CCC(=O)Nc2nccs2)c1 | -15%
CCOC(=O)c1c(NC(=O)CN2CCN(C(=O)C3CCCO3)CC2)sc(C)c1C (stereo not drawn) | -6%[76.3 µM]
CN(C(=O)COC(=O)c1ccccc1SCC(=O)N1CCCC1)C1CCS(=O)(=O)C1 (stereo not drawn) | -2%[76.3 µM]
Cc1nn2c3c(cnc2c1-c1ccc(Cl)cc1)C(=O)CC(c1ccc(C(C)C)cc1)C3 (stereo not drawn) | 14%[76.3 µM]
CCOc1ccc(S(=O)(=O)NCc2ccncc2)cc1NC(=O)c1ccccc1F | -15%
CCOc1ccc(NC(=O)CCCc2nc(-c3cccc(OC)c3)no2)cc1 | -6%[76.3 µM]
Cc1cccc(Nc2nnc(-c3ccc(C)c(S(=O)(=O)NCC4CCCO4)c3)c3ccccc23)c1 (stereo not drawn) | 12%[76.3 µM]
Cc1ccccc1CCNC(=O)Cn1ccc2cc(S(=O)(=O)N3CCCC3)ccc21 | -4%[76.3 µM]
CCOC(=O)N1CCc2c(sc3c2c(=O)n(CCc2ccccc2)c(=O)n3Cc2c(F)cccc2Cl)C1 | -14%[76.3 µM]
O=S(=O)(c1ccc(Cl)cc1)c1nc(-c2ccco2)oc1SCc1ccc(F)cc1 | -11%[76.3 µM]
Cn1c(=O)oc2cc(S(=O)(=O)N3CCCC(C(=O)Nc4ccc(Br)cc4F)C3)ccc21 (stereo not drawn) | 3%[76.3 µM]
Cc1ccc2c(c1)-c1onc(C(=O)N3CCN(c4cc(Cl)ccc4C)CC3)c1CO2 | 8%[76.3 µM]
CCOC(=O)c1ccccc1NC(=O)COC(=O)CCC(=O)c1ccccc1 | -2%[76.3 µM]
N=c1oc2ccccc2cc1C(=O)NCc1ccccc1 | 1%[76.3 µM]
CC1CCCN(Cc2c(O)ccc3c(=O)c(Oc4ccc(C(C)(C)C)cc4)c(C(F)(F)F)oc23)C1 (stereo not drawn) | -8%[76.3 µM]
CC(=O)N1CCc2cc(S(=O)(=O)Nc3ccc(C)cc3)ccc21 | 6%
COc1ccc(C)cc1NC(=O)c1ccc(CN2CCc3ccccc3C2)cc1 | 7%[76.3 µM]
Cc1c(CC(=O)NCc2ccc(F)cc2)c(=O)oc2cc(O)c(Cl)cc12 | 15%[76.3 µM]

Continued.
SMILES | GAA glycogen mod
CCOC(=O)C1CCCN(CCSc2ccc(C)cc2)C1 (stereo not drawn) | -13%[76.3 µM]
COc1ccc(S(=O)(=O)c2c(O)c3ccc(C(=O)NCc4ccc(F)cc4)cc3[nH]c2=O)cc1 | -9%[76.3 µM]
O=C(c1ccc(CS(=O)c2cccc(Cl)c2)o1)N1CCN(c2ccccn2)CC1 (stereo not drawn) | -5%[76.3 µM]
CCN(CC)CCCNC(=O)Cn1ncc2c3ccccc3n(Cc3ccccc3)c2c1=O | 0%[76.3 µM]
O=C1CCNCCN1[C@H](CO)c1ccccc1 | -21%[76.3 µM]
O=c1[nH]c(C2CCN(S(=O)(=O)c3ccc([N+](=O)[O-])cc3)CC2)nc2c1nnn2Cc1ccccc1 | -1%
O=C(CSc1cn(CCNC(=O)c2ccccc2F)c2ccccc12)NCC1CCCO1 (stereo not drawn) | -1%[76.3 µM]
O=S(=O)(c1ccccc1)c1nc(Cc2ccccc2)oc1N1CCOCC1 | 0%
COC(=O)c1cc(-c2ccc(F)cc2)n(-c2ccccc2)n1 | 0%
O=C(c1ccc(F)cc1)N1CCCC(C(=O)N2CCCCC2)C1 (stereo not drawn) | -3%[76.3 µM]
O=Cc1ccc(OCC(=O)NCC2CCCO2)cc1 (stereo not drawn) | -26%
COc1cc(C(=O)Nc2ccc(C)cc2C(NCC(=O)NN)c2ccccc2)cc(OC)c1OC (stereo not drawn) | 0%
COc1ccc(CNC(=O)C[C@H]2C(=O)N(Cc3ccccc3)C[C@@H]2Cc2ccccc2)cc1 | 18%[76.3 µM]
Cc1cc(C)n2nc(CNS(=O)(=O)c3ccc([N+](=O)[O-])cc3)nc2n1 | -2%[76.3 µM]
CCc1nc2ccc(C(=O)NCCc3ccc(OC)c(OC)c3)cc2nc1CC | -7%[76.3 µM]
Cn1nc(-c2ccccc2F)c2cc(C(=O)NCCc3ccc(Cl)cc3)sc21 | -16%[76.3 µM]
CCC(CC)c1nn2c(=O)cc(COc3ccc(NC(=O)c4ccc(C)cc4)cc3)nc2s1 | -13%[76.3 µM]
CCOC(=O)C1CCN(S(=O)(=O)c2ccc3c(c2)NC(=O)C(C)S3)CC1 (stereo not drawn) | 0%[76.3 µM]
CN(C)c1cc(-c2ccccc2)nc(-c2ccccc2)n1 | -14%[76.3 µM]
O=C(CN1C(=O)COc2ccc(S(=O)(=O)N3CCCCCC3)cc21)Nc1cccc(Cl)c1 | 6%[76.3 µM]
O=C(Nc1ccc(Cl)cc1Cl)Nn1cnnc1 | 0%[76.3 µM]
Fc1ccccc1OCCn1c(=S)[nH]c2ccccc21 | -15%[76.3 µM]
Nc1ccccc1C(=O)NCc1ccco1 | -2%[76.3 µM]
O=C(CN1C(=O)COc2ccc(S(=O)(=O)N3CCCCC3)cc21)NCc1ccc(Cl)cc1 | 12%[76.3 µM]
CCCSc1ncc(Cl)c(C(=O)N2CCN(c3cccc(Cl)c3)CC2)n1 | -9%[76.3 µM]
Cc1ccc(Nc2ncc(C(=O)N3CCN(c4cccc(Cl)c4)CC3)c3ccccc23)cc1Cl | -8%[76.3 µM]
Cc1n[nH]c(C)c1CCCCOc1ccccc1F | 5%

Reformatted with tabs: part of the list above.
Molecule	GAA glycogen mod
CCOC(=O)C1CCCN(CCSc2ccc(C)cc2)C1 (stereo not drawn)	-13%[76.3 µM]
O=C(CN1C(=O)COc2ccc(S(=O)(=O)N3CCCCCC3)cc21)Nc1cccc(Cl)c1	6%[76.3 µM]
O=c1[nH]c(C2CCN(S(=O)(=O)c3ccc([N+](=O)[O-])cc3)CC2)nc2c1nnn2Cc1ccccc1	-1%
O=C(CN1C(=O)COc2ccc(S(=O)(=O)N3CCCCC3)cc21)NCc1ccc(Cl)cc1	12%[76.3 µM]
COc1ccc(S(=O)(=O)c2c(O)c3ccc(C(=O)NCc4ccc(F)cc4)cc3[nH]c2=O)cc1	-9%[76.3 µM]
